# Compound activity: PubChem BioAssay, National Center for Advancing Translational Sciences (NCATS)
# SW480 rereplic – A quantitative high throughput screen for small molecules that induce DNA re-replication in SW480 colon adenocarcinoma cells. Potency, µM (doses to about 46.1 µM), inactives show top-dose re-replication activation, usual class: activators. 340,000 tested, 1.8% active. SW480 DNA re-replication, Hoechst DNA content imaging, 48 h. AID 624297, 2012; note: % of control where 0% means no effect; nearly all actives have a fitted effect of over 55% in size
#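 250 cells/well; 23 nL cpd via pin tool; 48 hr, 37 C, 5% CO2; Hoechst 40 min; imager read of total nuclear intensity, ex 405/em 500-530 nm.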
# HEK293 tox – qHTS of GLP-1 Receptor Inverse Agonists: Cytotox Screen; HEK293 cAMP-luciferase reporter cells, luminescence, 24 h; Potency, µM (doses to about 38.3 µM), inactives show at the highest dose activity change, negative = inhibition, actives largely listed as inhibitors; 410,000 tested, 0.13% active;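 note: loss of luciferase light is scored as toxicity; % is set by controls: 0 for no effect and ±100 for the full control effect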
#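 1536-well qHTS counterscreen of the MLSMR; 200 cells/uL, 12 h pre-incubation, 23 nL cpd, 24 h at 37 deg C 5% CO2, luciferase detection reagent, 12 min RT, luminescence. Inhibition = undesired.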
# GLP1R inv ag – qHTS of GLP-1 Receptor Inverse Agonists (Inhibition Mode); Glucagon-like peptide 1 receptor (Homo sapiens), P43220; HEK293 GLP-1R CRE-luciferase, luminescence, 24 h; GLP-1R form is constitutively active; Potency, µM (top dose mostly 38.3 µM), without a hit: top-dose activity change, negative = inhibition, usual class: inhibitors; 410,000 tested, 1.6% active; AID 624417, 2012; note: % is set by controls: 0 for no effect and ±100 for the full control effect; nearly all actives have a fitted effect of over 55% in size
# Target sequence (P43220 whole entry, looked up): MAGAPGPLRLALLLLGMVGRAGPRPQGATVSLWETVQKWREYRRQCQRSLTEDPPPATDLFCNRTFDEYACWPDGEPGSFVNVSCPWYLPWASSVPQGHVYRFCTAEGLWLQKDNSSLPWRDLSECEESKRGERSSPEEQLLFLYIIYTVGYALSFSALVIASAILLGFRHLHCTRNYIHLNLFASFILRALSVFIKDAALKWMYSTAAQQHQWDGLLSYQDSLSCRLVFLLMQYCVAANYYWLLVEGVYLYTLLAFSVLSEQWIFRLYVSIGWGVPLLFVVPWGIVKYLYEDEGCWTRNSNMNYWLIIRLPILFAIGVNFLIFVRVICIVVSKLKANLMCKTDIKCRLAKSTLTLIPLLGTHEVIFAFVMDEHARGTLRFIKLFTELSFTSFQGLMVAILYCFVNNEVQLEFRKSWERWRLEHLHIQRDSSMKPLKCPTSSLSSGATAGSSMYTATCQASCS
#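 Inverse agonism was detected as reduced cAMP-driven luciferase luminescence after 24 h compound treatment. The cells were HEK293 clones expressing constitutively active human GLP-1R with the reporter. Reporter-only and GPR119 cell lines served as counterscreen controls.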
# TDP-43 yeast inh – qHTS of TDP-43 Inhibitors. TDP-43 expressing yeast growth rescue, BacTiter-Glo, 24 h. Potency, µM (titrated, usually from 46.1 µM), for inactives: at the highest dose growth rescue (activation), actives largely listed as activators. 410,000 tested, 1.8% active; note: % of control where 0% means no effect; nearly all actives have a fitted effect of over 50% in size
#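 Growth rescue of TDP-43-toxic yeast measured as ATP luminescence (BacTiter-Glo). Cells grown to mid-log in raffinose, induced in galactose at OD600=0.02, exposed to compound 24 hr at 30 deg C.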
# GLP1R ag – qHTS of GLP-1 Receptor Agonists; 380,000 tested, 0.007% active; AID 624172, 2012; Potency, µM (doses to about 45.6 µM), without a hit: top-dose activation, usual class: activators; Glucagon-like peptide 1 receptor (Homo sapiens), P43220; HEK293 GLP-1R CRE-luciferase, luminescence, 4-6 h; cells express a hypersensitive GLP-1R form; note: % of control where 0% means no effect
# KB-V1 cytotox – qHTS assay for MDR1-selective chemotherapeutics: Primary screen using the drug-selected MDR subline cells KB-V1 | AID 1347076, 2019 | 400,000 tested, 3.4% active | Potency, µM (doses to about 46.1 µM), without a hit: at the highest dose activity change, negative = cytotoxicity, hits mostly cytotoxic | KB-V1 MDR cells viability, CellTiter-Glo, 72 h; note: % is set by controls: 0 for no effect and ±100 for the full control effect; nearly all actives have a fitted effect of over 60% in size
#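 KB-V1 cells (P-gp-expressing MDR subline of KB-3-1) in phenol-red-free DMEM with 10% FBS were exposed to library compounds over a concentration series for 72 h at 37 degrees C. Viability read by CellTiter-Glo luminescence; concentration-effect curves fitted after normalization.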
# HT1080 IDH1KD tx – qHTS for induction of synthetic lethality in tumor cells producing 2HG: qHTS for the HT-1080-IDH1KD cell line | Potency, µM (highest dose often 46.1 µM), for the others: at the highest dose activity, negative = toxicity, usual class: cytotoxic | 360,000 tested, 2% active | HT-1080 IDH1 knockdown viability, ATP luminescence, 48 h | AID 686971, 2013;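 note: 0% = DMSO wells and -100% = cell-free medium wells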
#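 CellTiter-Glo luminescence after 48 h compound exposure at 37 degrees C of IDH1-knockdown HT-1080 cells in 5% FBS RPMI. %Activity scaled between DMSO wells and cell-free media wells, with curves fitted and assigned curve classes.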
# HT1080NT lethal – qHTS for induction of synthetic lethality in tumor cells producing 2HG: qHTS for the HT-1080-NT fibrosarcoma cell line | HT-1080-NT fibrosarcoma viability, CellTiter-Glo ATP luminescence, 48 h | Potency, µM (doses to about 46.1 µM), without a hit: at the highest dose activity, negative = less viability, most hits filed as cytotoxic | 360,000 tested, 1.6% active;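 note: NT is the 2HG producing partner of a matched IDH1 knockdown line; 0% = DMSO-treated cells and -100% = media-only wells without cells; nearly all actives have a fitted effect of over 55% in size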
#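 Compounds were tested in concentration-response format on HT-1080-NT cells for 48 hours at 37 degrees C. Cell viability came from CellTiter-Glo luminescence; curves were classified by r2, response magnitude and activity.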
# KB-3-1 cytotox – qHTS assay for MDR1-selective chemotherapeutics: Primary screen using the parental adenocarcinoma cell KB-3-1. Potency, µM (top dose mostly 46.1 µM), inactives show at the top dose activity change, negative = cytotoxic, most hits filed as cytotoxic. KB-3-1 viability, CellTiter-Glo ATP luminescence, 72 h. 400,000 tested, 1.4% active; note: % is set by controls: 0 for no effect and ±100 for the full control effect; nearly all actives have a fitted effect of over 60% in size
#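 Luminescent ATP read-out (CellTiter-Glo) measures survival of drug-naive KB-3-1 cells after 72 h compound exposure at 37 °C. Titration series was screened from lowest to highest concentration, with DMSO vehicle plates as background controls.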
# The depositor's hits bear a star; ? = inconclusive; . = not tested or not shown; [ ] = another dose, or the depositor's remark. Calls come from the whole dose curve; as a rule, active = well fitted curve in the direction sought with a large enough effect; inconclusive = small, poorly fitted or top-dose-only effect, or another doubt; inactive = no such curve, though single readings can be large; an effect the other way counts as inactive or inconclusive. Potency is the fitted concentration of half-maximal effect.
SMILES,SW480 rereplic,HEK293 tox,GLP1R inv ag,TDP-43 yeast inh,GLP1R ag,KB-V1 cytotox,HT1080 IDH1KD tx,HT1080NT lethal,KB-3-1 cytotox
Cc1ccc(C)c(-n2nnnc2SCC(=O)NCCC2=CCCCC2)c1,13%,15%,?,?,8%,-28%,1%,-3%,-1%
CCCC1(c2ccccc2)NC(=O)NC1=O (centres undefined),-5%,3%,0%,-4%,9%,-8%,4%,5%,4%
COc1ccc2c(c1)c(=O)c(C(=O)c1ccc(C)cc1)cn2CC(=O)Nc1ccc(F)cc1,-1%,-9%,?,24%,-2%,6%,-24%,-25%,?
CCNc1ccc(S(=O)(=O)N2CCOCC2)cc1NCC(=O)Nc1cccc(Br)c1,.,-2%,?,-1%,-3%,-6%,-20%,-3%,6%
O=[N+]([O-])c1cc(/C=N/N2CCN(C3c4ccccc4-c4ccccc43)CC2)ccc1Cl,-8%,2%,-16%,16%,0%,?,22%,-1%,21µM*
N#Cc1ccc(S(=O)(=O)N2CCCN(c3nc4ccc(Cl)cc4s3)CC2)cc1,17%,-6%,-27%,0%,-3%,?,-3%,3%,-12%
CC(=O)N1CCN(c2ccc(NC(=O)c3ccc(C)cc3)cc2)CC1,-5%,-26%,7%,11%,-3%,18µM*,8%,14%,15%
CCCCCc1ccc(-c2ccc(C(=O)Oc3ccc(C(=O)OC)cc3)cc2)nc1,.,6%,-1%,?,.,0%,.,.,-14%
CCN1CCN(C(CNS(=O)(=O)c2ccc(F)cc2)c2cccnc2)CC1 (centres undefined),3%,10%,1%,-5%,0%,?,13%,12%,7%
CCc1nnc(NC(=O)CCC(=O)N2CCN(Cc3ccc(C)cc3C)CC2)s1,-4%,-14%,?,4%,-4%,?,-12%,-8%,-2%
COc1ccc(Br)cc1S(=O)(=O)N(CC(=O)N1CCOCC1)c1ccccc1,1%,6%,5%,-12%,15%,10%,4%,-3%,12%
CC(C)(C)OC(=O)C[C@@H]1C/C=C\C[C@H](CC(=O)NCCO)C(=O)N[C@@H](c2ccccc2)COC1=O,2%,2%,24%,13%,0%,29%,13%,15%,-2%
CCNc1nc(SCC(N)=O)nc2sc3c(c12)CCN(C)C3,-9%,10%,6%,0%,-1%,0%,-1%,13%,2%
COc1cc(CC(=O)Nc2ccc3nc(SC)sc3c2)cc(OC)c1OC,-11%,-9%,19%,11%,20%,?,3%,-5%,-1%
COc1cccc(-n2nc(-c3ccnn3-c3ccc(C)cc3)c(=O)n(C)c2=O)c1,2%,37%[activator],3%,?,6%,?,-3%,-13%,-9%
CC1CCCC(C)N1C(=C(Cl)Cl)C(=C1SCCS1)[N+](=O)[O-] (centres undefined),-3%,13%,?,1%,3%,?,-29%,-25%,26µM*
C=CCNC(=O)c1ccc(-c2nc3ccccc3nc2-c2ccccc2)cc1,2%,-3%,?,23%,19%,-3%,4%,2%,2%
CC(C)=C1SC(N2CCN(Cc3ccccc3)CC2)=NC1=O,-8%,-5%,6%,0%,0%,?,1%,-11%,-2%
O=C(CN1CCN(S(=O)(=O)c2ccccc2)CC1)Nc1ccnn1C1CCCC1,-5%,5%,5%,-1%,4%,0%,-1%,-1%,-11%
CCCCNC(=O)c1cnn2c(C)c(Cc3c(C)cc(C)cc3C)c(C)nc12,.,2%,?,17%,.,?,.,.,-30%
CCN(CC)C(=O)c1sc2nc(Cc3ccccc3)[nH]c(=O)c2c1C,?,-6%,-15%,0%,9%,-26%,-1%,-1%,23%
CC(=O)OC1CC[C@@]2(C)C(CCC3C2CC(=O)[C@@]2(C)C3CC3CC(C)=CC(=O)C32)C1 (some centres undefined),-11%,5%,-11%,?,-2%,-3%,0%,0%,9%
O=C(Nc1cccc([N+](=O)[O-])c1)c1ccc2nc(N3C(=O)CCC3=O)sc2c1,-32%[inhibitor],-1%,7%,7%,-1%,15%,6%,8%,4%
CC1CCC2(CC1)NC(=O)N(CC(=O)Nc1nc(-c3ccc(F)cc3)cs1)C2=O (centres undefined),1%,1%,-13%,-5%,-4%,20%,-1%,-2%,-3%
Cc1c(NC(=O)c2ccc(-c3cccc([N+](=O)[O-])c3)o2)cccc1-c1nc2cc(Cl)ccc2o1,.,3%,18%,22%,14%,-25%,.,.,2%

# Further entries
SMILES,SW480 rereplic,HEK293 tox,GLP1R inv ag,TDP-43 yeast inh,GLP1R ag,KB-V1 cytotox,HT1080 IDH1KD tx,HT1080NT lethal,KB-3-1 cytotox
COc1cc(C(CCN2CCCC2)c2c(OC)cc(OC)c3c(C)cc(=O)oc23)cc(OC)c1OC (centres undefined),8%,0%,25%,-2%,18%,14%,0%,-7%,0%
CCS(=O)(=O)N1Cc2cc(C(=O)NCC3CC3)nc(-c3cccc(-c4cccnc4)c3)c2[C@@H]1CCO,.,-6%,19%,-13%,7%,-11%,?,?,?
Cc1cn(CC(=O)c2ccccc2)c2ccccc12,-8%,-3%,?,8%,-6%,6%,-5%,-8%,-19%
COc1ccc(OC)c(CNS(=O)(=O)c2ccc3c(c2)oc(=O)n3C)c1,.,0%,-5%,-2%,.,6%,.,.,15%
COc1ccc(S(=O)(=O)N(C)c2ccc(C(=O)N3CCN(c4ccccc4)CC3)cc2)cc1OC,0%,20%,8%,13%,1%,?,-21%,-6%,0%
CC(O)CNc1ncnc2nc[nH]c12 (centres undefined),-23%,1%,28%,5%,-7%,-1%,14%,25%,3%
C=CCN(C(=O)c1csnn1)C(C(=O)NCc1ccc(F)cc1)c1ccccc1 (centres undefined),-14%,-11%,-23%,2%,9%,?,-9%,0%,6%
Nc1nc(NC(=O)c2ccccc2Cl)nn1-c1ccccc1,-2%,-17%,3%,4%,1%,-1%,1%,10%,4%
Cc1ccc(S(=O)(=O)N(CC(=O)Nc2ccccc2C(=O)O)c2ccc(Cl)cc2)cc1,?,1%,?,0%,0%,6%,-3%,0%,0%
O=C(Nc1ccc2oc(-c3ccncc3)nc2c1)c1ccccc1F,1%[9.22 µM],-3%,33%[activator],-16%,-5%,-3%,-5%,-2%,-4%
CCOc1ccccc1N1CCN(C(=O)NC(C)c2ccc(F)c(F)c2)CC1 (centres undefined),-67%[inhibitor],-10%,?,13%,14%,0%,4%,15%,-9%
Cc1ccc(C)c(N2CCN(C(=O)c3cc4c(C)nc5ccccc5c4o3)CC2)c1,-9%,3%,10%,?,3%,2%,-1%,3%,-18%
COc1ccccc1N1CCN(C(c2cccs2)c2nnnn2C2CCCC2)CC1 (centres undefined),-4%,-19%,?,-2%,-9%,?,-1%,5%,-7%
CC(=O)NC(c1cc(Cl)c2cccnc2c1O)C(C)C (centres undefined),?,.,.,.,16%,?,.,.,-6%
COc1cc(C(=O)N(Cc2ccc(N(C)C)cc2)C2CCS(=O)(=O)C2)cc(OC)c1OC (centres undefined),1%,-13%,3%,5%,5%,11%,1%,4%,8%
O=c1oc(-c2ccccc2Cl)nc2ccsc12,6%,-5%,8%,15%,0%,0%,10%,5%,5%
CCCc1cnc(N2CCN(S(=O)(=O)c3cccs3)CC2)nc1,-6%,-8%,-7%,0%,9%,5%,14%,11%,1%
CCc1c(Nc2ccccc2Cl)nc(N)[nH]c1=O,?,0%,35%[activator],-29%,-1%,-16%,-18%,-13%,?
O=C(NCc1ccccc1)C(c1ccco1)N(C(=O)c1csnn1)c1ccccc1 (centres undefined),-5%,2%,-12%,-12%,14%,17%,-2%,0%,7%
COc1ccc(Cl)cc1NC(=O)Cn1cnc2sc(C)c(S(=O)(=O)N3CCN(c4ccccc4OC)CC3)c2c1=O,.,0%,13%,5%,.,0%,.,.,2%

# Reprinted from the listing (nine entries):
SMILES,SW480 rereplic,HEK293 tox,GLP1R inv ag,TDP-43 yeast inh,GLP1R ag,KB-V1 cytotox,HT1080 IDH1KD tx,HT1080NT lethal,KB-3-1 cytotox
Cc1ccc(C)c(N2CCN(C(=O)c3cc4c(C)nc5ccccc5c4o3)CC2)c1,-9%,3%,10%,?,3%,2%,-1%,3%,-18%
COc1ccccc1N1CCN(C(c2cccs2)c2nnnn2C2CCCC2)CC1 (centres undefined),-4%,-19%,?,-2%,-9%,?,-1%,5%,-7%
CC(=O)NC(c1cc(Cl)c2cccnc2c1O)C(C)C (centres undefined),?,.,.,.,16%,?,.,.,-6%
COc1cc(C(=O)N(Cc2ccc(N(C)C)cc2)C2CCS(=O)(=O)C2)cc(OC)c1OC (centres undefined),1%,-13%,3%,5%,5%,11%,1%,4%,8%
O=c1oc(-c2ccccc2Cl)nc2ccsc12,6%,-5%,8%,15%,0%,0%,10%,5%,5%
CCCc1cnc(N2CCN(S(=O)(=O)c3cccs3)CC2)nc1,-6%,-8%,-7%,0%,9%,5%,14%,11%,1%
CCc1c(Nc2ccccc2Cl)nc(N)[nH]c1=O,?,0%,35%[activator],-29%,-1%,-16%,-18%,-13%,?
O=C(NCc1ccccc1)C(c1ccco1)N(C(=O)c1csnn1)c1ccccc1 (centres undefined),-5%,2%,-12%,-12%,14%,17%,-2%,0%,7%
COc1ccc(Cl)cc1NC(=O)Cn1cnc2sc(C)c(S(=O)(=O)N3CCN(c4ccccc4OC)CC3)c2c1=O,.,0%,13%,5%,.,0%,.,.,2%
